Source: PubChem (Dana-Farber Cancer Institute and Novartis Institutes for BioMedical Research (Cambridge, Mass))
USP30 inh: inhibitors of human USP30 deubiquitinase | inhibition, % at 25 µM | purified USP30, Ub-rhodamine cleavage fluorescence | AID 1645860 | Q70CQ3 | 5.3% of 47,000 active
USP10 block: inhibitors of human USP10 deubiquitinase. purified USP10, Ub-rhodamine fluorescence, 60 min. inhibition, % at 20 µM. 1.1% of 47,000 active. AID 1645856
USP7 block: blocks human USP7 ubiquitin-rhodamine cleavage. purified USP7, Ub-rhodamine cleavage fluorescence. inhibition, % at 20 µM. 0.3% of 47,000 active. AID 1645854
USP28 inh: blocks human USP28 ubiquitin-rhodamine cleavage; Q96RU2; purified USP28, Ub-rhodamine cleavage fluorescence, 30 min; inhibition, % at 25 µM; 3% of 47,000 active; AID 1645857
USP17 inh: blocks human USP17 ubiquitin-rhodamine cleavage; 6.5% of 47,000 active; purified USP17, Ub-rhodamine cleavage fluorescence, 3 h; inhibition, % at 50 µM
USP8 inh: inhibitors of human USP8 deubiquitinase; purified USP8, Ub-rhodamine cleavage fluorescence, 30 min; inhibition, % at 20 µM; 4.2% of 47,000 active; AID 1645853
UCHL1 inh: human UCHL1 deubiquitinase inhibition; P09936; purified UCHL1, Ub-rhodamine cleavage fluorescence; inhibition, % at 20 µM; 0.2% of 47,000 active; AID 1645859
Target sequence (P09936 whole entry, looked up): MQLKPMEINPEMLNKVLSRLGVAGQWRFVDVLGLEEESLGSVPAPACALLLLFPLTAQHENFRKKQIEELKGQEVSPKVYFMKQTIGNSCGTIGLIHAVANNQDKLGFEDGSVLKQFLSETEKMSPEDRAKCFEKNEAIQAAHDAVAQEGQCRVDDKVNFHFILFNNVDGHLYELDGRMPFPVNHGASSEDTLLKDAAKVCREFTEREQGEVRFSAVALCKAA
OTUD3 block: human OTUD3 deubiquitinase inhibition; purified OTUD3, Ub-rhodamine fluorescence, 2 h; inhibition, % at 25 µM; 0.7% of 47,000 active
Target sequence (Q5T2D3 whole entry, looked up): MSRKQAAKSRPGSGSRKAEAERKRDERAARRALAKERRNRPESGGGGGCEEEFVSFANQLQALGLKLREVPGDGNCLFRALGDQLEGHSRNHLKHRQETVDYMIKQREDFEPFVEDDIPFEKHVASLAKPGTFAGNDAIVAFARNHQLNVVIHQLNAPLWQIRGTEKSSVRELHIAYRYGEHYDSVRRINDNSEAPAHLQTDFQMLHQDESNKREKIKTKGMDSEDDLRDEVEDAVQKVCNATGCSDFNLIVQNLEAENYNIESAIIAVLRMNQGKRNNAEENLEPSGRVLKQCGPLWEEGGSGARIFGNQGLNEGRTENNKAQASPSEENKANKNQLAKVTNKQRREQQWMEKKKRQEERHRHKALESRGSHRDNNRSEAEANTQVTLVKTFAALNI
Numbers without * were called inactive; i = inactive; / = not tested or not shown. Cut-off read from the data, not from the text of the source: active = inhibition above about 30%; inactive = the rest.

USP30 inh	USP10 block	USP7 block	USP28 inh	USP17 inh	USP8 inh	UCHL1 inh	OTUD3 block	canonical_smiles
7	-3	-6	0	0	-2	-2	3	COc1ccc(OC)c(N2CC(C(=O)Nc3ncc(C)s3)CC2=O)c1 (stereo unspecified)
27	8	1	20	30	31*	1	19	Cc1noc(C)c1-c1ccc(S(=O)(=O)Nc2ccc(C#N)cc2)cc1
5	1	-14	2	2	2	-1	-10	CS(=O)(=O)N1CCCC(NCc2ccccc2)CC1 (stereo unspecified)
8	-1	-1	2	0	8	3	6	CSc1ccc(Cl)c(C(=O)N2CCc3c(c(-c4nc(C)no4)nn3C)C2)c1
/	-6	-7	/	-32	-9	2	-3	CC(C)Nc1nc(N2CCC(N3CCCCC3)CC2)nc2c1cnn2C
-2	-1	1	-8	-1	-5	-1	0	Cc1ccc(C(=O)Nc2nccnc2C(=O)NCc2cccc(F)c2)cc1
-91	-1	0	-35	-15	-6	-1	-34	COCCCn1c(C(=O)Nc2ccc3c(c2)OCO3)cc2c(=O)n3ccccc3nc21
54*	26	18	76*	58*	35*	2	-7	Cc1ccc(NC(=O)Cc2sc(Nc3ccc(C)cc3)nc2O)cc1
2	5	3	2	21	-10	0	-2	O=C(Cc1cccc(F)c1)NCC(=O)Nc1nc2ccccc2[nH]1
65*	-2	-9	41*	55*	7	1	9	O=C(COC(=O)c1ccc2c(=O)n3c(nc2c1)CCCCC3)NCC1CCCCC1
-70	1	2	-27	-10	6	3	-9	CCc1nc2cc3c(cc2n1CC(=O)NC1CCCCC1)OCCO3
-4	0	-3	-11	-1	1	-1	-7	CC(=O)Nc1ccc(S(=O)(=O)N2CCCC2c2cc(C(C)C)no2)cc1 (stereo unspecified)
22	4	6	8	6	15	8	12	COc1ccccc1-n1c(SCC(=O)Nc2ccccc2C(F)(F)F)nc2ccccc2c1=O
18	0	2	11	6	-3	1	8	Cc1ccc(NC(=O)N2CCCC3(CCCN3S(C)(=O)=O)C2)cc1 (stereo unspecified)
24	6	0	5	19	21	3	2	O=C(c1cccc2nsnc12)N1CCN(c2nc(-c3ccccc3)ns2)CC1
-16	3	-6	-6	-35	-115	3	-5	COc1ccc(-c2[nH]ncc2CN2CCN(c3ccc(F)cc3)CC2)cc1
17	1	-2	6	13	13	0	12	CCOC(=O)[C@@H]1CN(C(=O)COC(C)=O)[C@H]2c3cccc(C)c3O[C@@H]12
0	1	-15	4	1	5	4	-2	COc1ccccc1-c1noc(CCCC(=O)Nc2ccc(F)cc2)n1
2	1	2	1	-4	1	-3	-2	Cc1ccc2cc(CNC3CCCCC3)c(=O)[nH]c2c1C
-31	-2	0	-17	-15	0	-3	-4	CCn1cc(CC(=O)NCc2ccncc2)c2cccnc21
6	-1	3	0	4	-8	1	2	COc1ccc(C(=O)N2CCN(Cc3nnnn3-c3ccc(OC)cc3)CC2)cc1
2	8	8	2	0	-45	6	11	CCN1[C@H]2CCN(Cc3cccc(Cl)c3)CC[C@@H]2Oc2ccccc2S1(=O)=O
0	-2	5	5	18	22	2	7	COc1ccc(CCC(=O)N2CCc3cc(-c4noc(C)n4)ccc32)cc1
-8	0	-1	-11	-10	-110	-3	-7	COc1ccc(CNC(=O)c2cc(CN3CCOCC3)on2)cc1
-24	6	9	0	-5	-40	-1	13	CCOc1ccccc1CNC(=O)CCc1nc2sc3c(c2c(=O)[nH]1)CCCC3

7 of the compounds above, with two lines to a compound.
Results follow in this order: USP30 inh | USP10 block | USP7 block | USP28 inh | USP17 inh | USP8 inh | UCHL1 inh | OTUD3 block
> COc1ccccc1-n1c(SCC(=O)Nc2ccccc2C(F)(F)F)nc2ccccc2c1=O
    22 | 4 | 6 | 8 | 6 | 15 | 8 | 12
> Cc1ccc(NC(=O)N2CCCC3(CCCN3S(C)(=O)=O)C2)cc1 (stereo unspecified)
    18 | 0 | 2 | 11 | 6 | -3 | 1 | 8
> O=C(c1cccc2nsnc12)N1CCN(c2nc(-c3ccccc3)ns2)CC1
    24 | 6 | 0 | 5 | 19 | 21 | 3 | 2
> COc1ccc(-c2[nH]ncc2CN2CCN(c3ccc(F)cc3)CC2)cc1
    -16 | 3 | -6 | -6 | -35 | -115 | 3 | -5
> CCOC(=O)[C@@H]1CN(C(=O)COC(C)=O)[C@H]2c3cccc(C)c3O[C@@H]12
    17 | 1 | -2 | 6 | 13 | 13 | 0 | 12
> COc1ccccc1-c1noc(CCCC(=O)Nc2ccc(F)cc2)n1
    0 | 1 | -15 | 4 | 1 | 5 | 4 | -2
> Cc1ccc2cc(CNC3CCCCC3)c(=O)[nH]c2c1C
    2 | 1 | 2 | 1 | -4 | 1 | -3 | -2

Additional results.
USP30 inh	USP10 block	USP7 block	USP28 inh	USP17 inh	USP8 inh	UCHL1 inh	OTUD3 block	canonical_smiles
-29	-5	0	-2	-9	9	-1	-3	CCn1c(=O)c(N2CCN(C(=O)c3cccc(F)c3)CC2)c(C)n(-c2ccccc2)c1=O
4	9	5	-5	-3	-1	1	0	COc1ccccc1N(C)S(=O)(=O)c1ccc(C(=O)NCCc2ccc(F)cc2)cc1
-88	-7	-1	-19	-21	-6	-1	-14	Cc1nc2c(NC(=O)Cc3c(C)noc3C)cccn2n1
-16	-6	-2	-10	-18	-63	0	-5	Cc1ccc(CN2CC[C@@H]3[C@@H](CO[C@@H]3CNS(C)(=O)=O)C2)o1
-124	1	0	-1	-6	-17	-2	-30	CC1(c2cc3ccccc3o2)NC(=O)N(CC(=O)c2ccc(N3CCCC3=O)cc2)C1=O (stereo unspecified)
3	2	0	54*	0	8	2	3	COc1cc(NC(=O)c2cc(CN3CCOCC3)on2)cc(OC)c1
-37	-6	2	-2	-5	-61	-3	1	Cc1ncsc1C(=O)NCC[C@@]12CCCC[C@@H]1c1c([nH]c(=O)[nH]c1=O)O2
2	-2	0	-12	-14	-9	-2	-2	COc1ccc2c(C)c(CCC(=O)N3CC[C@@]4(O)CCCC[C@H]4C3)c(=O)oc2c1C
21	0	1	14	9	2	0	11	CCOC(=O)CNC(=O)CSc1ncnc2ccccc12
-6	-3	1	-3	-5	14	-2	15	Cc1ccccc1NC(=O)Cc1nnc2c(-c3nc(C4CC4)no3)cccn12
70*	51*	39*	74*	86*	98*	10	88*	COc1ccc(NC(=O)[C@H](C)NC(=O)c2cc3c(OC)cccc3[nH]2)cc1Cl
0	-1	-7	-5	-1	-3	-4	0	CC(NC(=O)c1ccc(N(C)C)cc1)c1ccc(F)cc1 (stereo unspecified)
10	0	-3	6	-3	3	-1	11	CCS(=O)(=O)N1CCC2(CCN(Cc3ccc(Cl)cc3)C2)C1 (stereo unspecified)
20	0	1	12	3	-7	3	7	O=C(NCC1CCCO1)c1n[nH]c2c1CCCCCC2 (stereo unspecified)
-8	-1	-59	-11	0	-2	-1	-6	Cc1nn(C)c(NC(=O)Nc2ccc(F)cc2F)c1C1=CCCCC1
-2	0	-1	-14	-9	2	-2	-1	Cc1cccc(CS(=O)(=O)N2CCC(C(=O)N3CCCCC3)CC2)c1
20	-1	4	9	17	16	0	5	CN(C)CC(=O)N1CCC2(CCc3ccccc32)CC1
0	7	-120	52*	3	0	2	-9	O=C(Nc1ccc(F)c(Cl)c1)c1ccc(N2CCCCS2(=O)=O)cc1Cl
3	-1	1	20	0	5	0	5	COc1ccccc1N1CCN(CCCNC(=O)c2nnc(Cc3ccccc3Cl)o2)CC1
-11	2	-47	-3	-4	-4	4	0	CCCc1cc(NCC2CCCO2)n2ncc(-c3ccccc3)c2n1 (stereo unspecified)
-12	0	-2	-20	-16	-15	-2	-7	Cn1cc(C2N3CC4(C)CN2CC(C)(C3)C4=O)c2ccccc21 (stereo unspecified)
-93	-10	-6	-2	41*	80*	-5	-16	CC1=C[C@H]2N(c3ccc(C)cc31)[C@H](C(=O)C(C)(C)C)[C@@H](C(=O)c1ccccc1)[C@]21C(=O)Nc2ccccc21
6	-6	-5	-2	4	-3	-9	-5	Cc1ccn2cc(C(=O)Nc3ccc(F)cc3F)nc2c1
17	14	5	3	9	10	2	10	COc1cc2[nH]c(=O)n(Cc3ccc(C(=O)NCCC(C)C)cc3)c(=O)c2cc1OC
0	0	0	-14	-15	-10	-1	-8	O=C1CC(c2ccccc2)CC2=C1C(c1cccnc1)Nc1ccccc1N2 (stereo unspecified)

Quoted from the listing.
`CCS(=O)(=O)N1CCC2(CCN(Cc3ccc(Cl)cc3)C2)C1` (stereo unspecified) – USP10 block: 0
`COc1cc2[nH]c(=O)n(Cc3ccc(C(=O)NCCC(C)C)cc3)c(=O)c2cc1OC` – USP28 inh: 3

Following part
USP30 inh	USP10 block	USP7 block	USP28 inh	USP17 inh	USP8 inh	UCHL1 inh	OTUD3 block	canonical_smiles
12	6	3	1	8	3	1	10	COc1cc(C(=O)Nc2ccc(S(=O)(=O)Nc3cc(C)nc(C)n3)cc2)cc(OC)c1OC
26	0	2	9	3	-21	2	7	O=C(c1ccc(F)cc1)N1CCC2(CC1)CCN(c1cncnc1)C2=O
6	-3	-4	5	-8	0	-3	-5	COc1ccccc1NC(=O)Cn1c(=O)n(-c2ccc(F)cc2)c2ncccc21
17	0	-4	14	0	-13	0	16	Cn1c(=O)c2c(nc3n(CCCCO)c(-c4ccccc4)cn23)n(C)c1=O
11	4	8	9	18	6	9	13	CCn1nnc2c(N3CCC(Cc4ccccc4)CC3)ncnc21
0	1	0	-2	-7	-35	0	-5	O=C([C@H]1C[C@@H]2CN(Cc3ccc(F)cc3)C[C@H]1O2)N1CCCC1
-25	2	-13	-10	-10	-9	-5	-9	O=C(C1CCCCC1)N1CCCC1c1[nH]ncc1-c1ccccc1F (stereo unspecified)
-103	-5	-1	-26	-28	-77	-5	-17	CC1CCN(c2ncc3c(n2)CCN(Cc2ccccc2F)C3)CC1
1	2	-4	-3	4	1	-2	2	CC(C(=O)Nc1ccc(F)cc1)C1CCN(C(=O)Nc2ccccc2)CC1 (stereo unspecified)
-7	0	-2	-7	-6	-5	0	-15	COc1ccccc1NC(=O)c1cc(S(=O)(=O)N2CCCCC2)c(C)n1C
10	0	-15	22	-4	-50	2	3	CC(C)(C)OC(=O)N1CCCC(c2cnc(N3CC4(CCCCC4)OC3=O)cn2)C1 (stereo unspecified)
22	-3	0	5	10	-4	0	4	O=S(=O)(c1ccccc1)N1CCCCCC1C1CCN(Cc2nc(C3CC3)no2)CC1 (stereo unspecified)
-21	0	7	-5	-4	1	1	-1	CS(=O)(=O)c1ccc2nc(N(Cc3ccccc3)C(=O)c3ccc4c(c3)CCCC4)sc2c1
-18	-4	-6	-7	-13	-10	-8	-12	CCn1cc(C(=O)N2CCCCCC2)c(=O)c2cc(S(=O)(=O)N3CCCCCC3)ccc21
12	1	1	3	2	2	4	14	O=C(c1csc(S(=O)(=O)N2CCCCCC2)c1)N1CCCC1
6	2	2	10	1	3	0	6	O=C(CCNS(=O)(=O)c1ccc(Cl)cc1)N1CC[C@@]2(O)CCCC[C@H]2C1
-9	-6	-1	-4	0	-7	0	0	O=C(NC1CCCCCC1)c1cn2ccncc2n1
14	-4	2	8	12	24	1	14	CN(C)c1ccc(C(CNC(=O)c2ccc(Br)o2)N2CCCC2)cc1 (stereo unspecified)
-1	1	4	0	13	8	2	2	COc1ccc(N2CCCS2(=O)=O)cc1NC(=O)c1ccc(Br)o1
6	-2	2	2	7	3	3	5	COc1ccc(NC(=O)C2(N(C(=O)CNC(C)=O)c3ccc(OC)cc3)CCCCC2)cc1
-11	-2	1	-1	6	-134	-1	0	COc1ccc(-c2nc3cnccn3c2Nc2ccc3c(c2)OCCO3)c(OC)c1O
-34	-7	3	-18	8	7	0	-8	CCn1cnc2c(-c3ccccc3)cn(CC(=O)Nc3cccc(C(C)=O)c3)c2c1=O
35*	-2	2	13	31*	6	1	6	CCOC(=O)c1noc2ncn(Cc3nc(-c4ccc(C)cc4)oc3C)c(=O)c12
-12	-1	1	-9	12	3	-2	-8	Cc1ccc(-n2nc(C(=O)NC3CCCCC3)c3ncn(C)c(=O)c32)cc1
24	32*	5	3	-19	-75	3	16	COc1cccc(NC(=O)C(Sc2cccc(NC(=O)c3ccccc3F)c2)c2ccccc2)c1 (stereo unspecified)
59*	34*	-34	62*	80*	34*	11	59*	C[C@@H]1CO[C@@H]2C3=C(C(=O)C=CC3=O)[C@H]3OC(=O)[C@@H]4CCC5[C@@H]1CCC52C34 (stereo partly specified)
-5	-4	-1	-2	0	0	-3	1	CCN1CCn2cc(S(=O)(=O)NCc3ccccc3F)cc2C1=O
13	2	-8	0	27	-6	0	-4	CC(C)n1ncc2cc(NC(=O)c3ccccc3C(=O)c3ccc(F)cc3)cnc21
-44	1	-5	-5	-30	-136	-2	-6	O=C1NCCCn2cc(S(=O)(=O)N3CCN(c4ccc(F)cc4)CC3)cc21
16	12	16	1	4	36*	0	8	O=C(Cc1cc(-c2ccccc2)on1)NCc1ccc(Cl)cc1
i	-9	-63	-252	-146	-108	-61	-208	CC(NC(=O)Cn1c(=O)c(N2CCOCC2)nc2ccccc21)c1ccccc1 (stereo unspecified)

Record cards, as listed above. Order of screens: USP30 inh | USP10 block | USP7 block | USP28 inh | USP17 inh | USP8 inh | UCHL1 inh | OTUD3 block
Profile of O=C(Cc1cc(-c2ccccc2)on1)NCc1ccc(Cl)cc1 : 16 | 12 | 16 | 1 | 4 | 36* | 0 | 8
Profile of CC(C)n1ncc2cc(NC(=O)c3ccccc3C(=O)c3ccc(F)cc3)cnc21 : 13 | 2 | -8 | 0 | 27 | -6 | 0 | -4
